CSM14.1 death rescue: protection against thapsigargin-triggered cell killing – 384-well, CSM14.1, ATP luminescence, primary screen (AID 1222); 190,000 tested, under 10 active; one-dose cellular ATP content (survival), % at 20 µM; EC50 in µM for titrated hits; CSM14.1 thapsigargin-induced death rescue, ATP luminescence; higher % means a stronger effect;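 active = EC50 below 50 µM in the dose-response confirmation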;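 also: death triggered by thapsigargin at about 15 µM added after 2 h compound pretreatment; cell ATP read after overnight thapsigargin exposure of roughly 18 to 22 hours; normalized against plate controls of thapsigargin alone and 5% DMSO vehicle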
Yfh1-depleted yeast: mitochondrial function rescue without frataxin homolog – Friedreich's ataxia, plus single-dose screen, dose response (AID 1465); S. cerevisiae Yfh1-off respiration, WST-1 reduction, 72 h; higher fold induction means a stronger effect; fold induction at 50 µM; hits with a dose series show EC50 in µM; hit rate 0.074% among 220,000;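 active = fold induction of absorbance versus untreated yeast above a set limit, then at least 30% activation at any dose in follow-up; inconclusive = repeats straddling the limit, or above it without dose testing; inactive = fold induction below the set limit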;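 also: activators that raise dye reduction in frataxin-depleted yeast; strong numbers were not always called active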
M1AAP inhibition: malaria alanyl aminopeptidase activity blockers – biochemical, fluorogenic H-Leu-NHMec substrate, 1536-well (AID 1445) | one-dose inhibition, % at 30 µM; IC50 in µM for titrated hits | recombinant M1AAP, H-Leu-NHMec fluorogenic kinetic assay; higher % means a stronger effect | hit rate 0.42% among 220,000;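 active = primary inhibition above the hit cutoff, then over 50% inhibition at one or more dose response concentrations, cut at about 23% in these data, passing the limit was not always enough; inconclusive = conflicting primary data, or primary hits not chosen for dose response; inactive = low primary inhibition, or under 50% at every dose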;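 also: plate controls were DMSO full reaction for no effect and no enzyme background for full effect; strong numbers were not always called active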
Insulin prom up: MIN6 insulin promoter up-regulation. MIN6 insulin promoter-GFP reporter, high-content imaging; active compounds read high. z-score at 5 µM. hit rate 0.3% among 190,000. AID 1625;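 active = z-score above 3 at 5 µM with at least 500 cells counted in the well; inconclusive = wells under 500 cells, flagged as cytotoxic or low count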
Dynein cargo inh: dynein cargo transport inhibition | 3617.4 mouse cells, GR-EGFP nuclear translocation imaging; test concentration mostly 20 µM; stimulated with dexamethasone, 1 µM; active compounds read low | z-score, hits read low | hit rate 0.47% among 220,000 | AID 1381;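 active = plate z-score of nuclear minus cytoplasmic receptor signal below a set negative limit, without overly bright fluorescence or cell loss, cut at about -3.5 in these data, passing the limit was not always enough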;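 also: z-score of nuclear minus cytoplasmic ring GR-EGFP intensity difference per well; some compounds called inactive have numbers as strong as hits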
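medium = tetracycline-free induction medium containing charcoal-stripped FBS | also added = 1.0 µM final dexamethasone stimulus | schedule = 48 h induction, 1 h compound, 30 min dex at 37 °C | technique = fixed, Hoechst-stained cells imaged at 10x for EGFP | measure = GR-EGFP nuclear translocation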
Autophagy mod: autophagy modulation, high-content screen | calls only at 10 µM (by protocol) | MEF GFP-LC3 puncta imaging; test concentration mostly 10 µM | hit rate 0.98% among 190,000;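 active = percentage of spot-positive cells more than 3 SD above its plate mean, without a fluorescence outlier flag or 80% toxicity; inconclusive = no clear call, values can overlap the other calls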;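 also: spot-positive cell cutoff set from DMSO-treated cells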
MT stabilize HCS: stabilizes microtubules in HeLa cells. HeLa tubulin immunostaining HCS, 24 h; share of cells brighter than vehicle mean+2SD. hit rate 0.83% among 200,000. % tubulin-high responders, % at 10 µM;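 active = plate Z-score above 3 for both tubulin-high and condensed-nucleus cell shares, with cell loss under 80%, at 10 µM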;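 also: anti alpha tubulin signal scored within the nucleus-defined area of each cell; some results filed as inactive read as strong as hits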
P. falciparum M17LAP: P. falciparum M17LAP inhibitors, primary screen, biochemical, fluorogenic H-Leu-NHMec substrate, 1536-well (AID 1619). recombinant M17LAP, H-Leu-NHMec fluorogenic kinetic assay; higher % means a stronger effect. inhibition, % at 30 µM; hits with a dose series show IC50 in µM. hit rate 0.38% among 220,000;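 active = compound inhibiting the enzyme by more than half at any dose during confirmatory dose-response retesting; inconclusive = strong single-dose inhibitors picked by rank but not retested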;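 also: plate controls were full reaction with DMSO carrier for no effect and no enzyme background for full effect; strong numbers were not always called active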
Lipid droplet: hepatic lipid droplet formation modulation | AML12 mouse hepatocytes, oleate lipid droplets, BODIPY imaging | inhibition, % at 6.5 µM | hit rate 0.4% among 240,000 | AID 1656;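 active = lipid droplet intensity inhibited by at least 50%, with more than 500 cells counted; inconclusive = wells with under 300 cells, treated as cytotoxic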
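Assay system: AML12 hepatocytes (mouse); Probe or stimulus: oleic acid at 100 µM to induce lipid droplet formation; Dosing: compound at 6.5 µM only; Schedule: compound with oleate, overnight; Detection: fluorescence imaging, 20x objective, two fields per well; Measure: % inhibition of lipid droplet signal.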
Dynein cargo inh cytoplasmic EGFP: also measured in Dynein cargo inh; calls as there; z-score; measured here: cytoplasmic GR-EGFP intensity; active compounds read high
Dynein cargo inh nuclear GR-EGFP: recorded beside Dynein cargo inh, whose call it bears; z-score; measured here: nuclear GR-EGFP intensity;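 lower value marks the stronger effect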
Dynein cargo inh cell count: also measured in Dynein cargo inh; calls as there; z-score; measured here: cell count per field
Insulin prom up cell count: second read-out of Insulin prom up, no call of its own (marks repeat the call); cell count; measured here: cytotoxicity, nuclei count;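 total cells summed across four imaged fields per well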
Lipid droplet cells 6.5 µM: also measured in Lipid droplet; calls as there; cell count; measured here: cell count, cytotoxicity flag;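 cells counted across two imaged fields per well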
MT stabilize HCS Hoechst-high %: second read-out of MT stabilize HCS, no call of its own (marks repeat the call); % Hoechst-high responders; measured here: nuclear condensation Hoechst responders;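 share of cells brighter than vehicle mean plus two SD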
MT stabilize HCS cytotoxicity %: second read-out of MT stabilize HCS, no call of its own (marks repeat the call); toxicity, %; measured here: cytotoxicity by cell density;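 0% = mean cell density of plate MIN control wells and 100% = no cells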
Autophagy mod cell loss 18 h: further read-out of Autophagy mod, marked with its call; toxicity, %; measured here: cell loss, nuclei count;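 cell loss after 18 h compound exposure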
Numbers without * were called inactive; i = inactive; ? = inconclusive; · = not tested or not shown.

structure	CSM14.1 death rescue	Yfh1-depleted yeast	M1AAP inhibition	Insulin prom up	Insulin prom up cell count	Dynein cargo inh	Dynein cargo inh cytoplasmic EGFP	Dynein cargo inh nuclear GR-EGFP	Dynein cargo inh cell count	Autophagy mod	Autophagy mod cell loss 18 h	MT stabilize HCS	MT stabilize HCS Hoechst-high %	MT stabilize HCS cytotoxicity %	P. falciparum M17LAP	Lipid droplet	Lipid droplet cells 6.5 µM
Clc1ccc(OCCCCSc2ncccn2)cc1	-2.0%	i	7%	·	·	0.015	0.2	-0.061	0.42	i	9	1.8	1.6	6.9	-9%	?	·
COc1c(Cl)cc(-c2noc(C)c2C(=O)NCc2ccc3c(c2)OCO3)cc1Cl	-5.0%	·	0%	-0.58	1288	-0.37	-0.28	0.45	0.8	i	4	5.4	1.1	12	3%	9	694
O=S(=O)(Nc1cccc2ccccc12)c1ccccc1	·	i	0%	-0.11	1050	0.73	-0.25	0.54	-0.068	·	·	·	·	·	8%	-2	659
Cc1cc(C)nc(Nc2n[nH]c(-c3ccccc3Cl)n2)n1	-0.4%	i	-7%	0.92	1530	-0.32	-0.33	0.31	-0.079	i	2	3.5	1.9	4.8	-1%	5	649
CCOc1ccc(OCC(=O)NCCc2nc3ccccc3[nH]2)cc1	-0.7%	i	3%	-1.1	1525	1.3	0.038	0.12	-1.5	i	-5	3.2	1.8	5.2	1%	·	·
Cc1cc(NC(=O)c2ccc(NC(=O)C(C)C)cc2)no1	3.6%	i	2%	0.39	727	0.72	-0.16	0.74	0.51	i	-3	2.1	1.6	4.1	3%	-4	775
CC1=C(C(N)=O)C(c2cccnc2)n2nc(-c3cccc(C)c3)nc2N1 (centres undefined)	·	i	4%	·	·	-0.47	-0.17	-0.11	0.71	i	-2	2.7	1.6	4.2	7%	·	·
Cn1cccc1/C=N/NC(=O)c1cccnc1	3.2%	i	17%	0.26	1179	-1.2	-0.18	-0.59	0.76	i	5	3.7	2.4	0.1	38%	-2	748
O=C(CCC(=O)c1ccc(F)cc1)Nc1ccccc1Cl	-2.8%	i	-5%	-0.59	1378	0.98	-0.24	0.58	0.46	i	-3	3.9	1.7	3.7	0%	8	660
Cc1ccc(-c2cc([C@H]3[C@H]4C=CC[C@@H](C)[C@@H]4C(=O)N3Cc3ccccc3)ccc2F)cc1	·	i	6%	·	·	0.04	-0.76	-0.035	0.52	·	·	·	·	·	7%	-2	656
COc1ccc(C(C)NC(=O)c2ccccc2Br)cc1OC (centres undefined)	0.8%	i	8%	-0.85	1539	-1.1	-0.32	-0.35	0.96	i	14	1.7	1.9	5.2	15%	9	673
Cc1ccccc1CC1(CO)CCCN(C(=O)c2ccccc2N(C)C)C1 (centres undefined)	0.1%	i	9%	-0.09	1481	-1.2	-0.29	-0.79	1.7	i	1	1.7	2.2	6.1	20%	8	734
COc1ccc(/C=C/C(=O)c2cc(Br)ccc(=O)c2O)cc1	1.5%	i	11%	-0.52	903	-0.83	-0.27	-0.61	0.61	i	-11	6.4	3.4	4.0	35%	-51	662
CCNc1nc(NC(C)C)nc(OCC)n1	-0.7%	i	-1%	-0.32	1040	1.4	-0.38	0.61	0.45	i	26	1.8	1.4	6.0	-8%	6	790
Cc1cccc2cc(COC(=O)c3ccco3)c(=O)[nH]c12	-0.5%	i	-2%	0.42	1129	-0.17	-0.11	0.47	-0.47	i	-14	4.6	1.9	9.1	-4%	·	·
COC(=O)[C@H](Cc1ccccc1)NC(=O)Nc1ccc(C)cc1	-1.1%	i	-1%	·	·	0.62	-0.23	0.33	0.25	i	4	4.4	2.5	0.9	3%	1	688
O=C(Nc1cccc(C(F)(F)F)c1)c1ccc(N2CCNCC2)c([N+](=O)[O-])c1	-3.6%	i	9%	0.68	1093	-1.3	-0.23	-0.77	1.1	i	-26	3.6	3.5	8.0	1%	-14	606
COc1ccccc1C1=NC(c2ccc(F)cc2)N=C1C (centres undefined)	·	i	5%	-0.01	1242	-0.26	-0.25	-0.019	0.65	i	-41	6.8	2.1	19	5%	-1	661
Cc1nc(SCC(=O)NCCc2ccccc2)n[nH]1	-1.2%	·	-5%	0.66	1301	-1.1	-0.11	-0.33	0.84	i	13	3.8	2.5	4.2	10%	·	·
COc1ccc(C2c3ccc(O)cc3Oc3ncn(Cc4ccco4)c(=N)c32)cc1OC (centres undefined)	·	i	10%	-0.45	1051	-1.4	-0.19	-0.43	1.4	·	·	·	·	·	2%	25	735
Nc1c(S(=O)(=O)c2cccs2)c2nc3ccccc3nc2n1Cc1ccc2c(c1)OCO2	-0.8%	i	-12%	0.05	1277	0.15	-0.35	0.33	0.26	i	-20	3.5	0.7	4.4	1%	·	·
Cc1ccccc1-n1nc(-c2cccnc2)cc1C(=O)NN	-2.5%	i	3%	·	·	-1.1	1.4	-0.68	0.4	i	-10	5.3	1.7	7.8	9%	3	647
CC1CCCCC1NCc1cccc([N+](=O)[O-])c1 (centres undefined)	-1.9%	i	-2%	0.03	1202	0.096	0.15	0.31	-0.27	i	20	3.3	0.9	5.4	1%	-5	667
Cn1ncc(Br)c1C(=O)N/N=C/c1cccc(OC2CSC2)c1	-1.9%	i	-1%	0.61	1225	-0.85	-0.3	-0.74	0.88	i	-10	1.9	3.5	8.2	-6%	-2	740
O=C1CCCC/C1=N\Nc1ccc(C2CCCCC2)cc1	·	i	9%	0.1	1089	0.17	-0.055	0.25	-0.73	·	·	·	·	·	24%	-5	721
COC(=O)CC1C(=O)NCCN1C(=O)CSc1nnc(Nc2ccc(OC)cc2)s1 (centres undefined)	-1.3%	i	-2%	1.1	1314	-0.54	-0.3	-0.16	0.33	i	10	4.4	4.2	5.7	26%	-6	756
c1ccc(N2CCN(c3nc4ccccc4n4cnnc34)CC2)cc1	0.6%	i	15%	-0.61	905	-0.26	-0.22	-0.092	0.57	i	13	2.2	3.4	6.1	-5%	·	·
Cc1cc([N+](=O)[O-])nn1CCCC(=O)O	-6.8%	i	0%	0.18	1194	-0.59	-0.22	-0.28	-0.087	i	-31	2.2	2.4	1.8	6%	-5	669
O=C(Nc1cccc2ncccc12)c1cc2ccccc2o1	-0.8%	i	5%	·	·	1.1	-0.19	0.88	0.28	i	-54	4.0	2.9	14	7%	·	·
Cc1cccn2c(=O)c(/C=C(\C#N)S(=O)(=O)c3ccccc3)c(N3CCC(C(N)=O)CC3)nc12	-1.6%	i	6%	-0.39	972	-0.18	-0.35	0.044	0.58	i	3	1.2	1.2	8.3	0%	6	789
O=[N+]([O-])c1ccc(O)c(/C=N/NC2=NS(=O)(=O)c3ccccc32)c1	-1.5%	i	12%	0.79	1274	0.74	0.03	0.54	0.034	i	16	2.8	2.7	8.2	56%	·	·
O=S(=O)(c1ccc(F)c(F)c1F)N1CCN(C(=S)Nc2ccccc2)CC1	0.0%	i	-7%	0.15	1538	-1.3	-0.2	-0.79	1.4	i	12	3.9	3.2	5.5	-3%	-3	672
Cc1cccc(Nc2ncc3c(n2)CC(c2ccco2)CC3=O)c1 (centres undefined)	-0.6%	i	9%	-0.52	1612	1.7	-0.3	0.98	0.28	i	-4	2.1	1.9	22	4%	8	699
O=C(Nc1nnc(/C=C/c2ccccc2)s1)c1ccco1	·	i	4%	-0.28	1045	-0.24	-0.27	0.19	0.56	·	·	·	·	·	0%	-16	825
CCOC(=O)C1CCCN(C2CCN(Cc3nc(-c4ccccc4)no3)CC2)C1 (centres undefined)	-1.2%	i	5%	-0.48	1345	-0.33	-0.25	-0.19	0.54	i	-11	2.5	1.7	3.7	-6%	-20	731
NC(=O)C1(NC(=O)[C@@H]2CC3(CC(c4cccc(NC(=O)[C@@H]5CCC(=O)N5)c4)=NO3)CN2C(=O)Cc2ccc(C(F)(F)F)cc2)CC1 (some centres undefined)	-0.6%	i	11%	0.78	1550	-0.14	-0.21	0.36	0.53	i	-25	3.1	1.6	7.6	3%	·	·
COCCOC(=O)C1=C(N)Oc2c(oc(CO)cc2=O)C1c1c(F)cccc1Cl (centres undefined)	-1.3%	i	14%	0.06	1011	-0.78	-0.098	-0.16	-0.06	i	2	4.2	0.8	2.9	-3%	·	·
O=C(OCC(=O)N1CCc2ccccc21)c1ccccc1	-0.2%	i	5%	-0.09	1066	0.26	-0.19	-0.12	0.24	i	2	1.7	1.2	0.4	8%	·	·

Assay outcomes from PubChem.
